# Source: PubChem (several laboratories)
# SDO1 yeast rescue: growth rescue of sdo1-depleted yeast, primary screen, S. cerevisiae, bone marrow failure model; S. cerevisiae sdo1-depleted JHY4D growth rescue, OD600 30 h; active compounds read high; pdr5 snq2 efflux-pump mutant strain; actives 0.21% (n = 140,000); z-score at 10 µM; AID 817, 2007;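 active means z-score above 3 at both the 24 hr and the 30 hr optical density reads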;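 further: z-score against mean and SD of all compound wells on the same plate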
# Insulin prom inh: inhibitors of insulin promoter-driven GFP, primary screen, imaging, TRM-6 cells (human fetal islet line), eGFP reporter, cell count | reporter expression induced with tamoxifen | inhibition, % at 2 µM | actives 0.9% (n = 130,000) | AID 1273, 2008;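 active means inhibition above the mean plus 3 SD, with well images judged a real hit on visual review, cut at about 60% in these data, passing the limit was not always enough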
# SDO1 yeast rescue Rescue 24 h: second read-out of SDO1 yeast rescue, no call of its own (marks repeat the call); z-score; S. cerevisiae sdo1-depleted JHY4D growth rescue, OD600; measured here: growth rescue at 24 h;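 0 is the plate mean of compound wells and units are plate SD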
# Active calls of the source: *; nt = not tested or not shown. Only part of the results is shown, so the mix of outcomes need not match the whole.
# Each structure is followed by: SDO1 yeast rescue | SDO1 yeast rescue Rescue 24 h | Insulin prom inh
> COc1cc2c3c(c1OC)-c1cc(O)ccc1CC3NCC2 (stereo not drawn)
→ 0.67 | 0.21 | 12
> CCCC12CN3CC(CCC)(CN(C1)C3c1ccccn1)C2=O (stereo not drawn)
→ 0.69 | 0.45 | -64
> CN(C)CCc1nc2ccccc2c(=O)n1-c1ccccc1
→ 0.54 | -0.19 | -48
> CN1CCN(c2nc3ccccc3c(=O)n2-c2ccccc2)CC1
→ 0.17 | -0.54 | 60
> COP(=O)(OC)C1(Nc2ccc(C)cc2)CCCCC1
→ 0.74 | 0.98 | -29
> Cc1ccn2nc(S(=O)(=O)Nc3c(F)cccc3F)nc2n1
→ 0.01 | -0.63 | -23
> N[C@@H](Cc1c[nH]c2ccccc12)c1nnc(SCc2ccccc2)o1
→ -1 | -0.55 | 9
> O=P(Oc1ccccc1)(Oc1ccccc1)C(Nc1ccccc1)c1ccccc1 (stereo not drawn)
→ -0.45 | -0.32 | nt
> COCCCn1c(N)c(C(=O)OC(C)COC)c2nc3ccccc3nc21 (stereo not drawn)
→ -0.09 | -0.41 | nt
> O=C(CNC(=O)c1ccc(Br)cc1)Nc1ccc(Br)cc1C(=O)c1ccccc1
→ -1.4 | -1.2 | 29
> Cc1ccc(S(=O)(=O)N(C)CCCC(=O)N2CCN(c3ccccn3)CC2)cc1
→ 0.63 | 0.76 | -48
> CC1CCC(NCCc2ccc3c(c2)OCO3)CC1 (stereo not drawn)
→ 0.32 | -0.73 | -39
> Cc1ccc2cc(C=C(C#N)C#N)c(Cl)nc2c1
→ -0.88 | -1.3 | nt
> CC(=NCCN1CCOCC1)c1c(O)n(-c2ccccc2C)c(=O)[nH]c1=O
→ 0.02 | -0.04 | 35
> Cc1ccc(S(=O)(=O)NCCC(=O)Nc2ccc(Cl)cc2C(=O)c2ccccc2)cc1
→ 0.11 | 0.46 | -39
> Cc1ccc(N2Cc3ccccc3C2=N)cc1[N+](=O)[O-]
→ nt | nt | 20
> COCCCN1CCN(c2nnc3n2-c2sc(Br)cc2C(c2ccccc2Cl)=NC3)CC1
→ 1.3 | 0.42 | -76
> C[C@]12CCC(=O)C=C1CC[C@@H]1[C@@H]2C(=O)C[C@]2(C)C(=O)CC[C@@H]12
→ 0.01 | 0.74 | -9
> CCn1c(=O)n(CC)c2cc([N+](=O)[O-])c(N3CCNCC3)cc21
→ nt | nt | 58
> CN1C2CCC1CC(OC(=O)c1ccc(Cl)cc1)C2 (stereo not drawn)
→ 0.53 | 0.09 | -19
> O=C(c1ccco1)c1cn(Cc2ccccc2Cl)c2ccccc12
→ -1.3 | -1.6 | -28
> CC(=Nc1c(C)n(C)n(-c2ccccc2)c1=O)c1c(O)n(Cc2ccccc2)c(=O)[nH]c1=O
→ 0.03 | -0.22 | 0
> COc1ccc(-n2c(/C=C3/C(=O)Nc4ccccc43)nc3ccccc3c2=O)cc1
→ nt | nt | 12
> CCN(CC)P(=O)(NC(=O)c1cccn1C)N(CC)CC
→ nt | nt | 19
> COc1ccc(CC2C(=O)NC(=O)NC2=O)c(OC)c1
→ 1.7 | 1.1 | 44
> CCOc1ccc(N2C(=O)NC(=O)/C(=C\c3ccc(N4CCOCC4)cc3C)C2=O)cc1
→ nt | nt | 19
> Cn1c(O)c(C=NC2CC3CCC2(C)C3(C)C)c(=O)[nH]c1=O (stereo not drawn)
→ -0.38 | -0.48 | -5
> O=C(c1ccc2c(c1)ncn2C1CCCCCC1)N1CCC2(CC1)OCCO2
→ 1.5 | 1.6 | nt
> O=c1[nH]c(=S)n(Cc2ccc(F)cc2)c(O)c1/C=N/N1CCCCCC1
→ -0.84 | -1.1 | nt
> Cc1c(C(=O)O)cccc1-n1c(C)cc(/C=C2\C(=O)NC(=O)N(c3ccc4c(c3)OCO4)C2=O)c1C
→ nt | nt | 18

# Grouped by structure: the entries above with sulfur (6)
# Each structure is followed by: SDO1 yeast rescue | SDO1 yeast rescue Rescue 24 h | Insulin prom inh
> Cc1ccn2nc(S(=O)(=O)Nc3c(F)cccc3F)nc2n1
→ 0.01 | -0.63 | -23
> N[C@@H](Cc1c[nH]c2ccccc12)c1nnc(SCc2ccccc2)o1
→ -1 | -0.55 | 9
> Cc1ccc(S(=O)(=O)N(C)CCCC(=O)N2CCN(c3ccccn3)CC2)cc1
→ 0.63 | 0.76 | -48
> Cc1ccc(S(=O)(=O)NCCC(=O)Nc2ccc(Cl)cc2C(=O)c2ccccc2)cc1
→ 0.11 | 0.46 | -39
> COCCCN1CCN(c2nnc3n2-c2sc(Br)cc2C(c2ccccc2Cl)=NC3)CC1
→ 1.3 | 0.42 | -76
> O=c1[nH]c(=S)n(Cc2ccc(F)cc2)c(O)c1/C=N/N1CCCCCC1
→ -0.84 | -1.1 | nt

# Single records, from the list above.
# `Cc1ccc(N2Cc3ccccc3C2=N)cc1[N+](=O)[O-]` is listed as SDO1 yeast rescue = nt; SDO1 yeast rescue Rescue 24 h = nt; Insulin prom inh = 20
# `N[C@@H](Cc1c[nH]c2ccccc12)c1nnc(SCc2ccccc2)o1` is listed as SDO1 yeast rescue = -1; SDO1 yeast rescue Rescue 24 h = -0.55; Insulin prom inh = 9

# Other structures follow:
# Each structure is followed by: SDO1 yeast rescue | SDO1 yeast rescue Rescue 24 h | Insulin prom inh
> CN1C2CCC1CC(OC(=O)c1ccc(Cl)cc1)(C(=O)O)C2 (stereo not drawn)
→ 1 | 1.3 | 14
> O=C(Cc1ccccc1)N1CCN(Cc2ccc([N+](=O)[O-])cc2)CC1
→ -0.96 | -1.5 | -14
> CCN(CC)S(=O)(=O)c1ccc(N=Cc2c(O)n(-c3ccccc3)c(=O)[nH]c2=O)cc1
→ 0.47 | 0.2 | nt
> COc1ccc(OC)c(NP(=O)(Oc2ccc(Cl)cc2)Oc2ccc(Cl)cc2)c1
→ -0.23 | -0.59 | 0
> C[C@H]1CC[C@@H]2[C@@H](C)[C@H]3[C@H](C[C@H]4[C@@H]5CC=C6C[C@@H](O[C@@H]7O[C@H](CO)[C@H](O)[C@H](O[C@@H]8O[C@H](CO)[C@@H](O)[C@H](O)[C@H]8O)[C@H]7O[C@@H]7O[C@@H](C)[C@H](O)[C@@H](O)[C@H]7O)CC[C@]6(C)[C@H]5CC[C@]34C)N2C1
→ -0.05 | -0.53 | 9
> O=C(c1c[nH]c2ccc(S(=O)(=O)N3CCC4(CC3)OCCO4)cc2c1=O)N1CCC2(CC1)OCCO2
→ nt | nt | -25
> CC(C)Oc1ccc(CCN)cc1Cl
→ 0.47 | -0.42 | 50
> O=c1[nH]sc2cc(F)ccc12
→ nt | nt | -6
> CN1C(=O)C(=Cc2ccccc2OCc2ccc(Cl)cc2)C(=O)N(C)C1=O
→ -2 | -1.6 | 28
> Cc1cccc(-n2c(C)nc3cc(C(=O)N4CCC5(CC4)OCCO5)ccc32)c1
→ -0.08 | -0.59 | nt
> CCn1c(NN=O)nc2ccccc21
→ nt | nt | 18
> COc1ccc(Cn2c(O)c(C=NCCN3CCOCC3)c(=O)[nH]c2=O)cc1
→ 2.2 | 1.6 | nt
> CC1(C)C2CC=C(CN3CCC(O)CC3)C1C2 (stereo not drawn)
→ 0.11 | -0.47 | nt
> Cc1nc2sccc2c(=O)n1-c1ccccc1Cl
→ -0.31 | -0.93 | nt
> O=C(CN1CCCCC1)c1ccccc1F
→ nt | nt | 23
> Cc1cc2ccccc2c(=O)n1CC(=O)NCC(=O)N1CCC2(CC1)OCCO2
→ nt | nt | 7
> O=C(C(Cc1ccccc1)NS(=O)(=O)c1ccc(F)cc1)N1CCC2(CC1)OCCO2 (stereo not drawn)
→ 1.3 | 2.4 | -61
> COCCNC(=O)c1c(N)n(CCC(C)C)c2nc3ccccc3nc12
→ 1.5 | 0.12 | -28
> CN(C=O)CP(=O)(O)CN(C)C=O
→ 1.2 | 1 | 45
> CC(C)(C)OC(=O)c1c(N)n(Cc2ccco2)c2nc3ccccc3nc12
→ -2.3 | -0.77 | -43
> Cc1nn(C)cc1/C=C1/CC2C3CC=C4CC(O)CCC4(C)C3CCC2(C)C1=O (stereo not drawn)
→ nt | nt | -144
> O=C(NCCCN1CCOCC1)C(Cl)(Cl)Cl
→ 0.43 | 0.19 | -19
> S=c1[nH]c2ccccc2[nH]1
→ nt | nt | 29
> O=C1NC(=O)N(CCc2ccc(F)cc2)C(=O)/C1=C/c1ccco1
→ nt | nt | -5
> CCOP(=O)(OCC)C(NS(=O)(=O)c1ccccc1)C(Cl)(Cl)Cl (stereo not drawn)
→ nt | nt | -31
> C[N+]1(CC(COCc2ccccc2)OC(=O)Cc2ccccc2)CCOCC1 (stereo not drawn)
→ 0.84 | 0.72 | 31
> Cc1ccc(-n2c(O)c(/C=N/NC(=O)c3ccncc3)c(=O)[nH]c2=O)cc1C
→ 1.8 | 0.86 | 12
> Cc1ccc(S(=O)(=O)N2CC3CC(C2)c2cccc(=O)n2C3)cc1 (stereo not drawn)
→ 0.3 | -0.14 | -29
> Fc1ccc(Cn2nnnc2C(c2ccc(Cl)cc2)N2CC=C(c3ccc(F)cc3)CC2)cc1 (stereo not drawn)
→ -0.1 | -0.28 | -11
> O=C1NC(=O)C(CCc2ccncc2)(CCc2ccncc2)C(=O)N1Cc1ccc(F)cc1
→ nt | nt | 8
> Cc1cc(Cl)ccc1OCC(=O)N1CCN(C)CC1
→ -0.96 | -1.3 | nt
> O=C(CNC(=O)c1cccc(Cl)c1)Nc1ccc(Br)cc1C(=O)c1ccccc1
→ -1.2 | -0.99 | 16
> CCOC(=O)c1c(NS(=O)(=O)c2ccccc2)n(CCCOC)c2nc3ccccc3nc12
→ -0.51 | -2 | 36
> O=C1NC(=S)N(c2ccccc2F)C(=O)/C1=C\c1cccs1
→ -1.2 | -1.3 | nt
> O=C(NC1(C(F)(F)F)Oc2ccccc2O1)N1CCC2(CC1)OCCO2
→ 0.33 | 0.27 | -120
> COc1cc2occc2c2oc(=O)ccc12
→ 0.04 | 0.76 | 33
> O=C(c1cc(-c2ccc(Cl)cc2)n(-c2ccc(Cl)cc2Cl)n1)N1CCOCC1
→ 1.8 | 8 | -77
> C[C@]12CCC(=O)C=C1CCC1C2CC[C@@]2(C)C1CC[C@@]2(O)CC#N (stereo partly drawn)
→ -0.02 | 0.87 | nt
> Cn1c(O)c(C(c2ccncc2)c2c(O)n(C)c(=S)n(C)c2=O)c(=O)n(C)c1=S
→ 0.69 | 0.04 | 36
> CCN(CC)C(=O)c1ccc(NC(=O)c2cc(-n3cnnc3)ccc2Cl)cc1
→ 0.88 | -0.02 | 87*
> O=C1NC(=S)N(C2CC2)C(=O)/C1=C/c1ccc2c(c1)CCN2CCCCl
→ -0.82 | -0.52 | 12
> Clc1ccc2c(N3CCNCC3)ccnc2c1
→ -0.28 | 0.07 | -11
> CC(Cc1ccccc1)[n+]1cc(/N=C(\[O-])N(C)C)on1 (stereo not drawn)
→ 0.14 | 0.9 | -7
> CCn1c(=O)cc(OCC(=O)N2CCC3(CC2)OCCO3)c2ccccc21
→ -0.54 | -1.3 | nt
> Cc1ccnc(-n2c(C)cc(/C=C3\C(=O)NC(=S)N(C)C3=O)c2C)c1
→ -0.29 | -0.74 | nt
> Cc1cc(Cl)ccc1OC(C)C(=O)O (stereo not drawn)
→ 0.18 | -0.52 | nt
> CN1C(=O)N(C)C(=O)C2(Sc3ccccc3C2=O)C1=O
→ 0.77 | -0.02 | nt
> CN1C(=O)C(=Cc2ccc(Sc3ccccc3)o2)C(=O)N(C)C1=O
→ nt | nt | -29
> Cc1cc(C=C2C(=O)N(C)C(=S)N(C)C2=O)c(C)n1C1CCCCC1
→ 0.06 | -0.14 | 0
> CCOC(=O)c1c(-n2c(C)cc(C=C3C(=O)NC(=S)NC3=O)c2C)sc2c1CCCC2
→ -2.1 | -1.7 | 11
> CC(C)c1ccc(C2N3CCCN23)cc1 (stereo not drawn)
→ 0.07 | -0.96 | nt
> Cc1cc(C)[n+](C2C3CC4CC(C3)CC2C4)o1 (stereo not drawn)
→ 0.88 | 0.62 | -14
> Cc1nc(Cl)sc1C(=O)Nc1ccc2ccccc2c1
→ -0.81 | -1 | 17
> C[N+]1(C)CCOC(O)(c2ccc(-c3ccc(C4(O)C[N+](C)(C)CCO4)cc3)cc2)C1 (stereo not drawn)
→ 0.26 | 0.3 | 10
> Cc1ccc(C2(O)CCN3CCCCC32)cc1 (stereo not drawn)
→ 0.91 | 1.2 | 17
> Cc1ccc(-n2c(O)c(/C=N/c3ncc(Br)cc3Br)c(=O)[nH]c2=O)cc1
→ nt | nt | 6
> C=CCN1C(=O)NC(=O)/C(=C/c2ccoc2)C1=O
→ 0.44 | -0.41 | nt
> CCOc1cc(C(=O)N2CCC3(CC2)OCCO3)cc(OCC)c1OCC
→ 0.64 | 0.32 | -39
> CCC(=NCCCO)c1c(O)n(-c2ccc(OC)cc2)c(=O)[nH]c1=O
→ 0 | 0.14 | 17
> Cc1c2ccncc2c(C)c2c1[nH]c1ccccc12
→ -1.8 | -1.4 | -355
